Screening results: PubChem BioAssay, National Center for Advancing Translational Sciences (NCATS)
ALDH1A1 block = qHTS Assay for Inhibitors of Aldehyde Dehydrogenase 1 (ALDH1A1) | AID 1030, 2008 | Potency, µM (titrated, usually from 75.3 µM), for the others: at the highest dose activity, negative = inhibition, most hits filed as inhibitors | Purified ALDH1A1, NADH fluorescence, propionaldehyde substrate | Aldehyde dehydrogenase 1A1 (Homo sapiens), P00352 | actives 7.3% (n = 220,000); active = well fitted inhibition curve with a large enough effect, not every such curve was filed as active; inconclusive = small, poorly fitted or top-dose-only effect, or another doubt; inactive = no such curve, though single readings can be large or run the other way;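 note: plate controls were no enzyme wells and a reference inhibitor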
Target sequence (P00352 whole entry, looked up): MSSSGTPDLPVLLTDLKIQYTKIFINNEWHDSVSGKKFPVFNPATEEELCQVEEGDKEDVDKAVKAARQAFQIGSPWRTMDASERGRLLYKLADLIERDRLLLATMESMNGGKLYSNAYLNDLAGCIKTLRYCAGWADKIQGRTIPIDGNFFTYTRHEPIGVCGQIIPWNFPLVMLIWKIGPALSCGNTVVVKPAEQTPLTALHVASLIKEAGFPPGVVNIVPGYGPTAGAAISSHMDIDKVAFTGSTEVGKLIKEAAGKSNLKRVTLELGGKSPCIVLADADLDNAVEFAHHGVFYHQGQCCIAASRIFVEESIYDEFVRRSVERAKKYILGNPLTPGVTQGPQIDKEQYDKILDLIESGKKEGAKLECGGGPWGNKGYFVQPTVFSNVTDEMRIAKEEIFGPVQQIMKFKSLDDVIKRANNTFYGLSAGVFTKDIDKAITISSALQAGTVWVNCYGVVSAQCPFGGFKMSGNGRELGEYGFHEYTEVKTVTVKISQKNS
SMN2 splice enh = qHTS Assay for Enhancers of SMN2 Splice Variant Expression. AID 1458, 2008. actives 2.8% (n = 210,000). HEK293 SMN2-luciferase splicing reporter, luminescence, 30-36 h. Potency, µM (series often up to 46.1 µM), for inactives: top-dose activity change, positive = activation, actives largely listed as activators; note: % of control where 0% means no effect; nearly all actives have a fitted effect of over 55% in size
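qHTS luciferase splicing reporter: luminescence rises when SMN2 exon 7 is included in transfected HEK293 cells. Compound exposure lasted 30-36 h at 37C, with 4.5 mM final sodium butyrate as control, followed by a ONE-Glo read.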
RGS12 GoLoco inh = qHTS Assay for Inhibitors of RGS12 GoLoco Motif Activity (Red Fluorophore) | Guanine nucleotide-binding protein G(i) subunit alpha-1 (Homo sapiens), P63096 | Gai1:RGS12 GoLoco peptide FP, rhodamine, 10 min | Potency, µM (highest dose often 61.6 µM), for the others: at the top dose activity, negative = inhibition, hits mostly inhibitors | actives 0.44% (n = 230,000) | AID 880, 2007; active = well fitted inhibition curve with a large enough effect, not every such curve was filed as active; inactive = no such curve, though single readings can be large or run the other way; note: % is set by controls: 0 for no effect and ±100 for the full control effect; nearly all actives have a fitted effect of over 30% in size; many of its hits are not listed in these tables
Target sequence (P63096 whole entry, looked up): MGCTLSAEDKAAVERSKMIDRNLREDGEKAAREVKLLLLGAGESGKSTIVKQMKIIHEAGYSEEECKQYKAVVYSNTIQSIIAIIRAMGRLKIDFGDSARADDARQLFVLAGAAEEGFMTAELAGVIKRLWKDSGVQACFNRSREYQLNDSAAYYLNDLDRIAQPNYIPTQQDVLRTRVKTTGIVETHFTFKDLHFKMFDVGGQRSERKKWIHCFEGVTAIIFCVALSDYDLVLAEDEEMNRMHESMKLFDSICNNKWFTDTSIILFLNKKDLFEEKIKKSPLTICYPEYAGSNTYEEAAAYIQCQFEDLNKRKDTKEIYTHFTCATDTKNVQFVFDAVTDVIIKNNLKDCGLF
RECQ1 inh = qHTS Assay for Inhibitors of RecQ-Like Dna Helicase 1 (RECQ1); actives 0.54% (n = 240,000); Potency, µM (titrated, usually from 57.3 µM), inactives show at the top dose activity, negative = inhibition, most hits filed as inhibitors; ATP-dependent DNA helicase Q1 (Homo sapiens), P46063; RECQ1 DNA unwinding, red fluorescence kinetic read;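 note: plate controls were vehicle for no effect and no enzyme for full effect; nearly all actives have a fitted effect of over 30% in size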
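50 nM RECQ1T1 preincubated 15 min with compound in Tris pH 8.0 buffer with MgCl2, DTT, Tween-20 and 2.5 ug/ml poly(dI-dC); started with 200 nM TAMRA/BHQ-2 forked duplex and 2 mM ATP. Unwinding read as fluorescence (525/598 nm), two reads 2 h apart.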
TRb-SRC2 inh = qHTS for Inhibitors of the Interaction of Thyroid Hormone Receptor and Steroid Receptor Coregulator 2; actives 0.065% (n = 280,000); Potency, µM (top dose mostly 106 µM), without a hit: at the top dose activity change, negative = inhibition, most hits filed as inhibitors; AID 1469, 2008; TRbeta-SRC2 peptide binding, fluorescence polarization; receptor liganded with 1 µM T3; Thyroid hormone receptor beta (Homo sapiens), P10828;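 note: plate controls were bound peptide for no effect and peptide without receptor for full effect; nearly all actives have a fitted effect of over 50% in size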
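Polarization signal, normalized between peptide-alone and full complex controls, measured compound effects on T3-liganded human TRb LBD (0.6 uM) binding 20 nM Texas Red SRC2 peptide after 5 hr.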
LMNA splice mod = qHTS Assay for Modulators of Lamin A Splicing | HeLa LMNA splicing GFP/RFP minigene ratio, 48 h | Potency, µM (top dose mostly 46.1 µM), for the others: at the highest dose ratio change, negative = inhibition, most hits filed as inhibitors | actives 0.01% (n = 200,000) | AID 1487, 2009; active = well fitted inhibition curve with a large enough effect in the signal ratio, with a control signal flat, not every such curve was filed as active; inconclusive = small, poorly fitted or top-dose-only effect, or effect the other way, or a change in a side signal; the % refers to the signal ratio; note: % is set by controls: 0 for no effect and ±100 for the full control effect
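S3 HeLa stable clones carrying a lamin A-EGFP splicing minigene plus DsRed2 were seeded at 600 cells/well in Opti-MEM with 2% FBS, pin-dosed and incubated 48 h at 37°C. Acumen cytometry (488 nm) gave the GFP/RFP total-intensity ratio.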
KDM4E inh = qHTS Assay for Inhibitors of Human Jumonji Domain Containing 2E (JMJD2E) | Lysine-specific demethylase 4E (Homo sapiens), B2RXH2 | JMJD2E catalytic domain, FDH-coupled NADH fluorescence (FDH is formaldehyde dehydrogenase) | Potency, µM (series often up to 57.1 µM), for the others: top-dose activity change, negative = inhibition, actives largely listed as inhibitors | actives 1.6% (n = 230,000); active = well fitted inhibition curve with a large enough effect, not every such curve was filed as active; inconclusive = small, poorly fitted or top-dose-only effect, or another doubt; inactive = no such curve, though single readings can be large or run the other way;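 note: 0% = wells with enzyme and -100% = buffer wells without enzyme; nearly all actives have a fitted effect of over 50% in size; many of its hits are not listed in these tables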
TexasRed fluor = Total Fluorescence Counterscreen for Inhibitors of the Interaction of Thyroid Hormone Receptor and Steroid Receptor Coregulator 2 | TRb/SRC2 Texas Red total fluorescence interference | actives 0.29% (n = 280,000) | Potency, µM (series often up to 106 µM), for the others: at the top dose fluorescence change, negative = quenching; active = well fitted curve in either direction with a large enough effect; inconclusive = small, poorly fitted or top-dose-only effect; note: % is set by controls: 0 for no effect and ±100 for the full control effect
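Human TRb ligand-binding domain at 0.6 uM with 20 nM Texas Red SRC2 peptide in Tris buffer containing 1 uM T3 and 5% DMSO, incubated with compound 5 h at ambient temperature. Total fluorescence (555/632 nm) calculated as parallel + 2 × perpendicular.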
* marks the source's active call; other numbers are inactive results; i = inactive; ? = inconclusive; . = no result given; [ ] = dose if it differs, or a comment. Unless noted, calls come from the whole dose curve; as a rule, active = well fitted curve in the direction sought with a large enough effect; inconclusive = small, poorly fitted or top-dose-only effect, or another doubt; inactive = no such curve, though single readings can be large; an effect the other way counts as inactive or inconclusive. Potency is the fitted concentration of half-maximal effect. The list is partial; rates above refer to the full screens.

SMILES | ALDH1A1 block | SMN2 splice enh | RGS12 GoLoco inh | RECQ1 inh | TRb-SRC2 inh | LMNA splice mod | KDM4E inh | TexasRed fluor
Cc1cccc(C)c1NC(=O)C1(N(C(=O)c2ccccn2)c2ccc(O)cc2)CCCCC1 | 4.6% | . | -2.6% | -7.4% | -4.1% | 8.9%[46 µM] | -1.7% | 1.5%
CCOC(=O)c1cnc(SCc2ccc(C(C)(C)C)cc2)nc1N | -6.1% | -40.2%[inhibitor] | 4.0% | -7.5% | -1.4% | ? | -1.4% | -1.0%
COc1ccc2c(c1)CC/C(=C/c1ccco1)C2=O | ? | 17.8µM* | 8.0% | -9.4% | -3.6% | -6.2% | ? | -2.6%
COCCn1c(-c2ccccc2Cl)nc2c(c(=O)c3ccccc3n2C)c1=O | 10.8% | -1.4% | 12.3% | 0.6% | -0.1% | -12.2% | -2.1% | -6.4%
COc1cc2c3nnc(-c4ccc(F)cc4)c-3cn(Cc3ccccc3F)c2cc1OC | 1.0% | -1.3% | 46.9%[activator] | -0.7% | -1.2% | ? | ? | -2.2%
COC(=O)C1=C(C)Nc2ncnn2C1c1ccccn1 (stereo not drawn) | -7.9% | 10.7% | -15.3% | 9.6% | -28.9% | 12.0% | 3.9% | 1.3%
Cc1c(Cl)cccc1NC(=O)CC1NCCNC1=O (stereo not drawn) | 1.4% | -13.0% | 6.8% | -4.8% | -13.3% | 8.2% | 6.9% | -1.9%
COc1cccc(OC)c1C(=O)NCCSC1CCCCC1 | -6.2% | . | 16.2% | -1.4% | 1.9% | ? | 5.4% | 2.0%
Cc1cccnc1CN1CCN(C(=O)CCc2nnc(CCc3ccccc3)o2)CC1 | 3.5% | . | 12.9% | i | 2.1% | -19.6%[46 µM] | -0.3% | -1.3%
N#C/C(=C\c1c[nH]c2ccccc12)C(N)=O | . | . | 7.0% | i | -2.2% | . | -13.3% | 0.2%
CCS(=O)(=O)N1CCC(C(=O)Nc2cc([N+](=O)[O-])ccc2C)CC1 | . | . | 10.0% | -8.5% | -0.1% | . | 5.5% | -1.5%
O=C(CCNC(=O)c1ccco1)Nc1cccc(Br)c1 | 7.5% | 1.7% | 7.3% | i | 3.1% | 24.1%[46 µM] | -1.9% | -2.9%
COc1ccc(Cn2nnnc2CN2CCc3ccccc3C2)cc1 | 11.2µM* | -18.6% | -0.1% | -3.7% | -8.9% | 9.8% | 0.9% | -0.5%
CCc1nc(N2CCC3(CC2)OCCO3)c2nnn(Cc3ccccc3Cl)c2n1 | ? | -8.2% | 0.8% | -8.9% | -7.4% | 18.3% | ? | -5.8%
COc1cc2c(cc1OC)-c1cc3ccc4c(c3c[n+]1CC2)OCO4 | ? | -39.3%[inhibitor] | 2.1% | 18.4% | 2.3% | ? | ? | -5.5%
O=[N+]([O-])c1ccc(O)c(/C=N/Nc2nn[nH]n2)c1 | -10.0% | 16.7% | 10.0% | -4.9% | 3.0% | . | 14.1µM* | -5.6%
CN(C)/C=C/C1=CC(=O)CC(C)(C)C1 | 8.91µM* | -4.5% | -3.4% | -2.0% | 3.3% | 5.6%[9.22 µM] | -6.8% | -1.7%
Cc1ccc(S(=O)(=O)N2CCN(C(=O)CCC(=O)N3CCc4ccccc43)CC2)cc1 | 8.2% | -9.7% | 2.9% | -7.4% | 5.2% | -6.2% | 3.9% | 1.1%
CCCn1c(C)cc(=O)c2cc(NC(=O)c3cnccn3)ccc21 | 1.7% | -39.9%[inhibitor] | 40.3%[activator] | 8.9% | -13.1% | -23.6% | 1.6% | -6.2%
COc1cc(-c2onc3ccc(Br)cc23)cc(OC)c1OC | ? | . | 8.8% | 1.7% | 3.6%[53 µM] | 1.8%[46 µM] | ? | -1.7%[53 µM]
O=C(COC(=O)c1cc2ccccc2o1)c1ccccc1 | -3.3% | -6.7% | 13.3% | i | -4.6% | 0.4% | 0.9% | -4.3%
Cc1ccc2nc(NC(=O)COC(=O)c3ccncc3)sc2c1 | -3.0% | ? | 10.5% | -2.6% | 5.5% | . | ? | -2.8%
CC1CCC2(CC1)NC(=O)N(CC(=O)NC(=O)Nc1ccc3c(c1)OCCO3)C2=O (stereo not drawn) | . | . | 4.8% | -6.8% | -9.7% | . | 5.0% | -4.8%
CCOc1ccc(C(C(=O)NC2CCCC2)N(CCCO)C(=O)c2ccc(-c3ccccc3)[nH]2)cc1 (stereo not drawn) | ? | 14.2% | 5.8% | -1.9% | 3.5% | 0.9%[9.22 µM] | -4.4% | -0.1%
CCOC(=O)c1c(NC(=O)CSc2nnc(Cc3csc(N)n3)n2C)sc(C)c1C | 7.94µM* | -2.0% | 27.3% | 9.8% | -3.3% | 2.3% | -0.4% | -4.4%
O=C(Cc1cccc2ccccc12)NNC(=O)Nc1cccc(Cl)c1 | 2.1% | -11.2% | -0.3% | -2.8% | 9.2% | -7.1% | 8.6% | 2.6%
COc1ccc(NC(=O)c2c3c(nc4ccccc24)CCC3)cc1 | 5.7% | 29.4% | -2.5% | -8.9% | 1.2% | 2.4% | 4.2% | -0.2%
Cc1ccccc1-n1c(-c2ccco2)n[nH]c1=S | ? | 0.0% | -1.6% | -2.9% | 5.6% | -1.3% | ? | -1.6%
CCNc1ncc2nc(CCc3ccccc3)c(=O)n(C)c2n1 | ? | 12.6µM* | 5.3% | -1.8% | . | . | . | .
Cc1ccccc1N(C(=O)Cn1nnc(-c2ccc(F)cc2)n1)C(C(=O)NC(C)(C)C)c1ccncc1 (stereo not drawn) | 1.5% | . | 4.1% | i | 3.3% | . | -3.5% | -7.0%
O=C(CN(Cc1ccccc1)C(=O)CCC(=O)Nc1ccccn1)NCc1ccco1 | -8.9% | 13.0% | -14.0% | 8.3% | -6.1% | -4.3% | 6.3% | 1.4%
Cc1cc(S(=O)(=O)Nc2ccc3c(c2)COC3=O)ccc1F | ? | . | 2.4% | 15.9% | 2.5% | ? | ? | -0.2%
CC(=O)Nc1ccc(S(=O)(=O)Nc2cccc(-c3cn4cccnc4n3)c2)cc1 | ? | . | 7.1% | -2.3% | 3.7% | . | ? | 2.0%
O=C(Cn1ncc(N2CCOCC2)c(Br)c1=O)c1ccc(Cl)cc1 | 4.2% | 8.5% | -2.7% | i | -0.9% | . | -3.6% | -6.8%
Cc1ccc(CN2C(=O)CCC2C(=O)NCc2ccco2)cc1 (stereo not drawn) | 10.0% | -1.5% | -4.4% | -8.5% | 0.8% | 11.8%[0.0737 µM] | ? | 0.6%
O=C1Nc2cc(Cl)c(Cl)cc2N(O)N1c1cccc(Cl)c1 | 10.5% | 25.9% | 7.0% | -6.7% | -4.6% | -2.7% | -4.2% | -2.6%
C/C(CC(=O)Nc1ccc(Cl)cc1Cl)=N\NC(=O)c1ccncc1 | . | . | 4.4% | i | -2.7% | . | ? | 3.0%
CCn1c(SCC#N)nc2ccccc2c1=O | . | . | 11.4% | 2.0% | 4.1% | . | -7.6% | -0.2%
Cc1cc(C(=O)CSc2nnc(-c3ccccc3)n2-c2ccccc2)c(C)n1-c1ncn[nH]1 | 2.7% | 4.1% | 7.1% | 35.5µM* | -25.1% | 14.7% | 2.8% | 0.6%
O=C(N/N=C/c1ccc(Br)cc1)c1ccccc1-n1cccc1 | 5.7% | -1.5% | -1.2% | -1.7% | -14.6% | ? | 4.2% | -0.3%

Pulled one by one from above:
SMILES | ALDH1A1 block | SMN2 splice enh | RGS12 GoLoco inh | RECQ1 inh | TRb-SRC2 inh | LMNA splice mod | KDM4E inh | TexasRed fluor
N#C/C(=C\c1c[nH]c2ccccc12)C(N)=O | . | . | 7.0% | i | -2.2% | . | -13.3% | 0.2%
Cc1cccc(C)c1NC(=O)C1(N(C(=O)c2ccccn2)c2ccc(O)cc2)CCCCC1 | 4.6% | . | -2.6% | -7.4% | -4.1% | 8.9%[46 µM] | -1.7% | 1.5%

Remaining list, next part
SMILES | ALDH1A1 block | SMN2 splice enh | RGS12 GoLoco inh | RECQ1 inh | TRb-SRC2 inh | LMNA splice mod | KDM4E inh | TexasRed fluor
COc1cccc(-c2ccc(C#N)c(OC(=O)c3c(Cl)cccc3Cl)n2)c1 | ? | 15.0% | 5.6% | -11.2% | 4.5% | -14.0% | ? | -0.1%
CSC1=NC2(CC(c3ccccc3)Oc3cc(O)ccc32)CC(C)(C)N1 (stereo not drawn) | 7.5% | 0.4% | 0.4% | -2.6% | -19.1% | -15.8% | 1.0% | -2.0%
CSCCC(NC(=O)CCN1C(=O)c2ccccc2C1=O)C(=O)O (stereo not drawn) | 10.9% | 5.1% | 7.2% | 7.5% | -8.1% | -5.2% | 0.0% | -0.3%
CC1(C)CC(=O)C2=C(C1)OC(N)=C(C#N)C21C(=O)N(Cc2ccccc2Cl)c2ccccc21 (stereo not drawn) | 2.82µM* | 15.1% | 4.3% | i | -5.8% | 9.6% | 2.4% | -0.8%
Nc1nc2c(F)cccc2s1 | -2.3% | ? | -4.0% | -2.3% | 3.0% | -7.5% | 9.7% | 4.2%
COc1cccc(C(=O)NC2(C(F)(F)F)N=C3SCCN3C2=O)c1 (stereo not drawn) | 15.2% | ? | -0.5% | 16.0% | -0.4% | 12.8% | 5.0% | 0.7%
CCOC(=O)c1sc2nc(C)nc(NCc3cccnc3)c2c1C | ? | -3.1% | 25.2% | -7.2% | -6.5% | -12.7%[9.22 µM] | ? | -4.5%
CCCCn1c(SCC(=O)OCC)nc2c1c(=O)[nH]c(=O)n2C | 12.6µM* | 13.0% | -2.3% | 1.1% | 2.5% | -5.4% | 3.4% | 0.5%
